# Tb PGK inh = blocks T. brucei phosphoglycerate kinase | PGK/GAPDH coupled, Kinase-Glo luminescence, 60 min | Potency, µM (titrated, usually from 57.5 µM), for the others: at the top dose activity change, negative = inhibition, actives largely listed as inhibitors | hit rate 0.043% among 380,000 | AID 602233; note: potency is the fitted concentration of half-maximal effect; % is set by controls: 0 for no effect and ±100 for the full control effect; nearly all actives have a fitted effect of over 60% in size
# Target sequence (P07378 whole entry, looked up): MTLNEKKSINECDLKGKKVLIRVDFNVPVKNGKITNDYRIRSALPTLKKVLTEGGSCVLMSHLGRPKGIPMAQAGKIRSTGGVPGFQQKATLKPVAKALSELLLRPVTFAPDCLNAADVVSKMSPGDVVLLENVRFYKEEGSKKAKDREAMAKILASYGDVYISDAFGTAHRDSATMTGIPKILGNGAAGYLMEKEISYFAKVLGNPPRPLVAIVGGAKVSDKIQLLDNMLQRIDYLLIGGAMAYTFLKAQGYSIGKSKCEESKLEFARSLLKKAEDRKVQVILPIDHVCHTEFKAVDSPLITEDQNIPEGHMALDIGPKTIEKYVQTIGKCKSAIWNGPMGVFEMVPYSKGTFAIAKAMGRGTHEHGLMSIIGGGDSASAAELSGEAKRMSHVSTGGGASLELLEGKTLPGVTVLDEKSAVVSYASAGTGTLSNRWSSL
#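 Recombinant glycosomal PGK reaction used 1,3-bisphosphoglycerate generated in-well by GAPDH (100nM final) in 100mM TEA pH 7.6, 5mM MgCl2, 0.01% Tween-20. After 60 minutes at room temperature, ATP was read by Kinase-Glo Plus luminescence end-point.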
# POLH inh = inhibitors of human DNA polymerase eta. recombinant Pol eta, fluorescent DNA replication assay. Potency, µM (series often up to 114 µM), without a hit: top-dose activity change, negative = inhibition, actives largely listed as inhibitors. hit rate 1.2% among 390,000. AID 588591; note: potency is the fitted concentration of half-maximal effect; % is set by controls: 0 for no effect and ±100 for the full control effect
#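 Fluorescent replication assay: 50 nM final substrate added after a 15 min room-temperature compound preincubation with 10 nM enzyme. Signal taken at 0 min and again at 10 min.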
# Anesthetic bind = candidate novel general anesthetic via apoferritin binding. hit rate 0.074% among 350,000. Potency, µM (titrated, usually from 77.5 µM), for inactives: at the highest dose activity change, negative = displacement, usual class: inhibitors. P02791. apoferritin/1-aminoanthracene competitive binding, fluorescence; note: potency is the fitted concentration of half-maximal effect; % is set by controls: 0 for no effect and ±100 for the full control effect; nearly all actives have a fitted effect of over 20% in size
# Target sequence (P02791 2-175 limits assumed): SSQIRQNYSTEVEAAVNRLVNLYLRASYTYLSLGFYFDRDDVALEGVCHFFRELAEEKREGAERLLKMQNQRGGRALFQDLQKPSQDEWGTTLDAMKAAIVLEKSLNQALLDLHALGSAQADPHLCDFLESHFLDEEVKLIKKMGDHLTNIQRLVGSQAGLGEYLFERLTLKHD
#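 Apoferritin-based anesthetic binding model; compound displacement of fluorescent 1-AMA measured as endpoint fluorescence after 10 minutes at room temperature, scaled to free-ligand and complex controls.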
# Pol kappa inh = DNA polymerase kappa (human) inhibition. Potency, µM (doses to about 107 µM), without a hit: at the top dose activity, negative = inhibition, actives largely listed as inhibitors. AID 588579. hit rate 0.53% among 400,000. Q9UBT6. purified Pol kappa, fluorescent DNA synthesis assay, 10 min; note: potency is the fitted concentration of half-maximal effect; % is set by controls: 0 for no effect and ±100 for the full control effect
#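 50 nM final substrate added after 15 min RT preincubation of 10 nM Pol kappa with compound; fluorescence read at 0 and 10 min.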
# APEX1 inh = blocks human APE1 abasic DNA cleavage | P27695 | recombinant APE1, TAMRA/BHQ-2 abasic DNA cleavage fluorescence | Potency, µM (doses to about 65.8 µM), inactives show top-dose activity change, negative = inhibition, hits mostly inhibitors | hit rate 0.35% among 350,000;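 note: potency is the fitted concentration of half-maximal effect; plate controls were vehicle for no effect and reference inhibitor for full effect; nearly all actives have a fitted effect of over 55% in size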
# Target sequence (P27695 whole entry, looked up): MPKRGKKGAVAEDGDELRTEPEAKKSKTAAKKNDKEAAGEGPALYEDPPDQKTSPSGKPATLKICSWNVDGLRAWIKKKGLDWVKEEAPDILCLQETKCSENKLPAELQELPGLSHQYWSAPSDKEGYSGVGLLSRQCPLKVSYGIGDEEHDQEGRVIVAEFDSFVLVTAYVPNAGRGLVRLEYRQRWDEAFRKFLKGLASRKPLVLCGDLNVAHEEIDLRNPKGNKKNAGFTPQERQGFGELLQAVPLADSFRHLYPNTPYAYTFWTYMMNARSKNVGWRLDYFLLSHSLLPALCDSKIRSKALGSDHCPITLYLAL
#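 Incision of a quenched TAMRA/BHQ-2 THF abasic-site duplex (50 nM) by 0.75 nM APE1, after 15 min compound preincubation, measured as fluorescence increase over three 60 s reads. Values normalized to buffer, DMSO and NSC13755 control wells.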
# RXFP1 antagonist = RXFP1 (human) relaxin receptor antagonism | Q9HBX9 | HEK293-RXFP1, relaxin-stimulated cAMP HTRF, 30 min; stronger effect = lower value | activity change, negative = inhibition, % at 57.5 µM | hit rate 0.59% among 350,000 | AID 1259400;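 active = activity change of -60% or lower, but not beyond a set lower limit; inconclusive = change between -60% and -40%, or beyond the set limit; inactive = change above -40%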; note: % is set by controls: 0 for no effect and ±100 for the full control effect
# POLB inh = blocks human DNA polymerase beta activity | Pol beta primer extension/strand displacement, fluorescence kinetic | hit rate 1.3% among 340,000 | P06746 | Potency, µM (top dose mostly 114 µM), without a hit: at the highest dose activity change, negative = inhibition, most hits filed as inhibitors; note: potency is the fitted concentration of half-maximal effect; % is set by controls: 0 for no effect and ±100 for the full control effect
#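 Reaction started by 50 nM substrate onto compound-treated Pol beta (10 nM, 15 min preincubation, room temperature); plates read at 0 min and 10 min. Normalized concentration-effect data fitted by four-parameter Hill equation.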
# Pol iota inh = blocks human DNA polymerase iota activity; Pol iota fluorescent replication assay, 10 min; hit rate 1% among 390,000; Potency, µM (doses to about 115 µM), for the others: at the highest dose activity, negative = inhibition, usual class: inhibitors; note: potency is the fitted concentration of half-maximal effect
#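 Fluorescent replication assay read twice, at 0 min and 10 min after adding 50 nM (final) substrate. Enzyme (10 nM) and compounds were first incubated 15 min at room temperature; enzyme-free buffer wells were negative controls.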
# BLM inh = inhibitors of human Bloom syndrome helicase BLM; P54132; recombinant BLM DNA unwinding, fluorescence dequenching; Potency, µM (titrated, usually from 56.1 µM), for inactives: at the highest dose activity change, negative = inhibition, actives largely listed as inhibitors; hit rate 0.2% among 350,000;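 note: potency is the fitted concentration of half-maximal effect; plate controls were vehicle for no effect and no enzyme for full effect; nearly all actives have a fitted effect of over 35% in size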
# * marks the source's active call; other numbers are inactive results; i = inactive; u = inconclusive; x = no result given; [ ] = another dose, or the depositor's remark. Unless noted, calls come from the whole dose curve; as a rule, active = well fitted curve in the direction sought with a large enough effect; inconclusive = small, poorly fitted or top-dose-only effect, or another doubt; inactive = no such curve, though single readings can be large; an effect the other way counts as inactive or inconclusive. An excerpt; rates above refer to the full screens.
# Below each SMILES – BLM inh	POLB inh	RXFP1 antagonist	Tb PGK inh	Pol iota inh	APEX1 inh	Anesthetic bind	Pol kappa inh	POLH inh
CNC(=O)C1CCN(S(=O)(=O)c2c(C)noc2/C=C/c2cccc(C)c2)CC1
  -3%	u	11	-6%	12%	-3%	-2%	5%	-8%
O=C(NC1CCCC1)C1CCCN(S(=O)(=O)c2cccc3cccnc23)C1 (stereo not given)
  -1%	7%	-1	8%	-2%	3%	-3%	-17%	-8%
CC(NC(=O)C1CCN(C(=O)N2CCOc3ccccc32)CC1)c1ccccc1 (stereo not given)
  -6%	u	-13	-7%	14%	x	16µM*	-15%	-20%
C/C(=N\Nc1nc(C(C)(C)C)cs1)c1ccc(O)cc1
  -7%	-1%	7	-4%	-16%	26%	u	-1%	-8%
CCCCC(=O)NC(c1ccccc1Cl)c1c(O)ccc2ccccc12 (stereo not given)
  -1%	-25%	-21	-9%	158%[activator]	-11%	-4%	-7%	-13%
O=C(O)CC(NC(=O)Cc1ccccc1)c1cc([N+](=O)[O-])ccc1Cl (stereo not given)
  2%	-21%	-2	-1%	0%	-4%	-5%	-8%	-17%
O=C(CSc1nc(-c2ccco2)cc(C(F)(F)F)n1)NC1CCCC1
  -1%	28%	5	5%	-3%	16%	-8%	-13%	-10%
N#Cc1ccc(-n2nnc3ccccc3c2=O)c([N+](=O)[O-])c1
  x	x	-2	9%	45%[activator]	x	x	1%	-10%
O=C(NCCc1ccc(Cl)cc1Cl)c1cccnc1
  -4%	0%	-13	-9%	6%	6%	-9%	5%	-4%
O=C(NCc1ccco1)c1cc2n(n1)C(C(F)(F)F)CC(c1ccc(F)cc1)N2 (stereo not given)
  -4%	-14%	2	14%	7%	-3%	-3%	-7%	-7%
Cc1ccccc1OCc1nc2ccccc2c(=O)n1/N=C/c1cccc([N+](=O)[O-])c1
  -8%	13%	12	i	22%	3%	6%	-6%	-19%
COc1ccc(S(=O)(=O)n2oc(=O)cc2-c2ccccc2)cc1OC
  -14%	2%	-4	i	u	13%	-17%	-2%	-6%
NC(=O)C1(c2ccccc2)CCCN1C(=O)c1ccc(Br)cc1 (stereo not given)
  -3%	-1%	-18	-1%	272%[activator]	u	-5%	-4%	-11%
Cc1ccc(/C=C2\CCC(C3CCCC3)C2=O)cc1 (stereo not given)
  -3%	0%	0	-15%	18%	0%	4%	-2%	-19%
S=c1[nH]nc(Cc2cccc3ccccc23)n1-c1ccccc1
  -2%	-1%	-20	9%	9%	-4%	-13%	-11%	-5%
CCOC(=O)c1ccccc1NC(=O)C1CC(=O)N(C2CCCCC2)C1 (stereo not given)
  -20%	0%	0	-7%	-13%	-17%	-15%	-6%	-16%
COc1ccccc1NC(=O)CS(=O)(=O)c1cn(CC(=O)N(C(C)C)C(C)C)c2ccccc12
  x	x	-3	-2%	15%	x	x	-11%	-5%
CCCCCn1nc(C)c(/C=N/NC(=O)c2ccoc2C)c1C
  -4%	4%	-16	x	-3%	2%	-9%	-7%	-3%
N#CC1(c2ccccc2)CCCN1C(=O)c1ccccc1Br (stereo not given)
  0%	7%	-12	i	-2%	-7%	-21%	-1%	-16%
COc1cccc(-c2nc(CS(=O)(=O)CC(=O)NCCc3ccc(C)cc3)c(C)o2)c1
  -2%	1%	-4	-8%	-15%	29%	-13%	9%	-8%

# Reformatted field by field: part of the list above.
> O=C(NC1CCCC1)C1CCCN(S(=O)(=O)c2cccc3cccnc23)C1 (stereo not given)
  BLM inh: -1%; POLB inh: 7%; RXFP1 antagonist: -1; Tb PGK inh: 8%; Pol iota inh: -2%; APEX1 inh: 3%; Anesthetic bind: -3%; Pol kappa inh: -17%; POLH inh: -8%

> O=C(CSc1nc(-c2ccco2)cc(C(F)(F)F)n1)NC1CCCC1
  BLM inh: -1%; POLB inh: 28%; RXFP1 antagonist: 5; Tb PGK inh: 5%; Pol iota inh: -3%; APEX1 inh: 16%; Anesthetic bind: -8%; Pol kappa inh: -13%; POLH inh: -10%

# (continued)
# Below each SMILES – BLM inh	POLB inh	RXFP1 antagonist	Tb PGK inh	Pol iota inh	APEX1 inh	Anesthetic bind	Pol kappa inh	POLH inh
Cc1nn(-c2ccccc2)c(NC(=O)c2cccs2)c(-c2ccc(Cl)cc2)c1=O
  1%	u	-12	4%	4%	9%	-3%	-4%	-12%
Cc1nc2cc(NCc3cccs3)ccc2n1C
  -2%	-7%	-14	-4%	81%[activator]	-6%	-9%	-4%	-15%
O=C(CSc1ccc([N+](=O)[O-])cc1)Nc1cccc(S(=O)(=O)N2CCOCC2)c1
  x	x	4	-10%	15%	8%	x	-3%	-25%
CC(C)CC(OC(=O)c1ccc(Cl)nc1)C(=O)NC1CCCC1 (stereo not given)
  -1%	1%	-6	i	51%[activator]	12%	-2%	5%	-16%
CCOc1cc(CNc2ccccc2)cc(Br)c1OCc1ccc(F)cc1
  -12%	-20%	4	-1%	-7%	u	106%[activator]	-5%	-17%
Cn1c(=O)n(C)c2cc(S(=O)(=O)NCCc3ccccc3)ccc21
  -1%	28%	-3	-4%	4%	14%	u	-2%	10%
Cc1cc(C(=O)OCn2nnc3ccccc3c2=O)c(C)o1
  1%	-1%	0	-7%	12%	-1%	u	-11%	7%
C=CCn1c(O)c(N=NC(=O)CNC(=O)/C=C/c2ccco2)c2ccccc21
  u	14µM*	3	x	28µM*	u	-10%	u	50µM*
COc1ccc(OC)c(NC(=O)CS(=O)(=O)c2cn(CC(=O)N3CCOCC3)c3ccccc23)c1
  -2%	-3%	-11	-2%	10%	34%	-11%	2%	-14%
CCc1ccccc1NC(=O)Nc1ccc2c(c1)OCO2
  2%	2%	-7	-16%	9%	4%	-5%	-21%	-8%
COc1ccc(OC)c(C2CC(c3ccc(NS(C)(=O)=O)cc3)=NN2C(=O)c2ccccc2)c1 (stereo not given)
  -5%	1%	-12	-10%	-9%	-4%	-6%	0%[60.1 µM]	-18%
COc1ccc(OC)c(NC(=O)C(=O)NNC(=O)COc2ccc(Br)cc2C)c1
  -9%	9%	-7	-4%	-11%	-6%	-5%	-23%	7%
O=C(Nc1ccccc1C(=O)NCc1ccc(Cl)cc1)c1ccco1
  -2%	-1%	-6	2%	-18%	-4%	-4%	-14%	-9%
Cn1c(=O)[nH]c(=O)c2c1nc(Br)n2CCCCSc1nc2ccccc2o1
  1%	0%	-17	i	u	3%	u	-12%	-9%
CNC(=O)c1ncnnc1N(C)C(=O)NCc1ccccc1
  0%	48%	-6	i	-3%	2%	-8%	3%	-4%
O/N=C(\COc1ccccc1O)c1ccccc1
  -6%	25%	14	1%	12%	12%	u	-13%	-18%
O=C(COC(=O)C1CC1)Nc1ncc(Cl)cc1Cl
  x	x	31	-2%	u	-4%	x	-38%	28µM*
COc1ccc(C(=O)N2CCNC(=O)C2CC(=O)Nc2cccc(Cl)c2Cl)cc1 (stereo not given)
  -3%	9%	-3	-9%	106%[activator]	66%[activator]	-13%	-11%	-1%
COc1ccc(-n2c(Cc3cc(=O)[nH]c(=O)[nH]3)nnc2SCC(=O)NC2CCCC2)cc1
  0%	7%	0	-9%	9%	3%	0%	21%	-8%
CCOC(=O)C1=C(O)C(=O)C(C(=O)OCC)C1 (stereo not given)
  x	x	-8	-4%	12%	x	x	0%	-16%
N#Cc1nc(-c2ccc(COc3ccc(Cl)cc3)o2)oc1N1CCC(C(N)=O)CC1
  -8%	u	-17	i	-1%	x	-8%	-21%	-7%
O=C(NCc1cccc(Cl)c1)C1CCC(=O)N(CC2CCCCC2)C1 (stereo not given)
  -25%	4%	-21	-6%	3%	18%	-2%	-4%	-10%
CCc1cc2ccc(OC)cc2nc1SCC(=O)NNC(=O)c1ccco1
  -1%	-22%	7	-10%	24%	-3%	u	-13%	-1%
COc1ccc(CNC(=O)CN2c3ccccc3S(=O)(=O)c3ccccc32)cc1
  -7%	-14%	7	0%	15%	-11%	-4%	9%	-19%
CC(=O)Nc1ccc(SCCC2CCCCN2C)cc1 (stereo not given)
  3%	21%	-6	1%	0%	-7%	1%	-6%	-1%
CCCCCCCN1C(Nc2ccccc2)=NC[C@@H]1C
  x	x	x	0%	u	-2%	x	0%	0%
COc1ccc(N2CCN(CC(=O)N3N=CCC3c3ccccc3)CC2)cc1 (stereo not given)
  -2%	17%	14	2%	50%[activator]	4%	1%	-2%	-11%
O=C(NNc1cc(Cl)ccc1Cl)c1c(F)cccc1Cl
  -1%	-1%	4	4%	32%[activator]	7%	-19%	-15%	-2%
COc1cccc(NC(=O)c2nnn(Cc3cccc(C(F)(F)F)c3)c2N)c1
  -5%	43%	-10	-10%	-12%	x	-16%	-2%	5%
COc1ccc(OCCCn2ccnc2)cc1
  -6%	7%	9	1%	20%	3%	-3%	-6%	0%
CCn1c(CNC(=O)c2ccc3c(c2)OCO3)nnc1SCC(=O)Nc1ccccc1F
  0%	28%	7	-6%	193%[activator]	22%	-14%	-8%	-10%
C/C(Cc1ccccc1)=N\NC(=O)CNC(=O)Cc1ccc(Cl)cc1
  -5%	0%	-18	7%	161%[activator]	-7%	u	0%	-19%
O=C1NC2(CCCCC2)C(=O)N1c1cccc(Cl)c1
  -2%	21%	9	x	-7%	-11%	-5%	12%	-11%
CCCC(C)NC(=O)COC(=O)c1ccc(Cl)c(S(N)(=O)=O)c1 (stereo not given)
  0%	22%	-5	2%	14%	-2%	-12%	-3%	1%
Cc1cc(C)n2nc(SCC(=O)c3cc(C)n(CC4CCCO4)c3C)nc2n1 (stereo not given)
  1%	14%	-15	6%	131%[activator]	-2%	-6%	-14%	-15%
Cc1c(N2C(=O)/C(=C/c3ccc(N(C)C)cc3)N(C)C2=S)c(=O)n(-c2ccccc2)n1C
  x	x	-1	-9%	u	x	x	-15%	-21%
COc1ccc(-c2c([C@H]3[C@H]4C=CC[C@@H](C)[C@@H]4C(=O)N3Cc3ccccc3)ccc3ccccc23)cc1
  -8%	-7%	x	0%	3%	5%	-2%	0%	-10%
O=C(Nc1cccc(Cl)c1)c1cc(N=Nc2ccc([N+](=O)[O-])cc2Cl)ccc1O
  18µM*	-6%	-7	x	-20%	-3%	-5%	-4%	u
